Screening results (PubChem BioAssay)
Shn3 3UTR inh = inhibitors of Schnurri-3 3'UTR reporter in osteoblasts; Clone20 osteoblast Shn3 3'UTR firefly luciferase, 24 h; actives 0.52% (n = 360,000); inhibition, % at 12.5 µM;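 active = mean inhibition of at least 75% with every replicate also reaching 75%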;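 also: 0% = median of neutral control wells and 100% = pilot-screen positive control compound; some compounds past the cut are filed as inactive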
TROY signal inh = inhibitors of TROY-dependent NF-kB signaling | Q293 LMP1-TROYcd NF-kB luciferase reporter, 4 h | inhibition, % at 10 µM | actives 0.98% (n = 360,000) | AID 1347056;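 active = compounds whose plate-normalised and pattern-corrected inhibition of the luciferase reporter signal at the single screening dose is 50% or more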
TWEAK-Fn14 inh = TWEAK-Fn14 signaling inhibition | TWEAK-stimulated Fn14 reporter cells, luciferase luminescence, 8 h | inhibition, % at 10 µM | actives 2% (n = 360,000) | AID 1159606; in the data active = inhibition above about 50%
TRAIL sens C8 = sensitizes caspase-8 expressing cells to TRAIL | NB7+C8 cells + TRAIL, ATPlite viability luminescence | inhibition (viability loss, TRAIL sensitization), % at 10 µM | actives 1% (n = 360,000) | AID 624354;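 active = compounds causing at least 50% loss of cell viability in the single-dose screen, relative to plate controls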
CF NFkB block = blocks PAF-induced NF-kB reporter in cystic fibrosis cells | KKLEB NF-kB-GFP reporter, GFP fluorescence overnight | inhibition, % at 5 µM | actives 0.86% (n = 360,000) | AID 588850;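 active = at least 50% inhibition at 5 µM, scaled per plate between neutral and stimulator controls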;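 also: PAF is a Pseudomonas aeruginosa culture filtrate used as stimulus; plate controls were PAF-stimulated DMSO wells for no effect and unstimulated DMSO wells for full effect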
MITF TRPM1 inh = reduces MITF-dependent TRPM1 promoter luciferase signal | SK-MEL-5 TRPM1 promoter luciferase, 24 h | inhibition, % at 12.5 µM | actives 0.83% (n = 330,000) | AID 488899;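 active = mean inhibition across replicates of 60% or more, whatever share of single replicates reaches that level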; also: values of inactives mirror those of a sister screen read the other way
NR2E3 ag-1 = activates human NR2E3 receptor. AID 602229. actives 0.35% (n = 360,000). Q9Y5X4. CHO-S Gal4-NCOR/VP16-NR2E3 two-hybrid, luciferase. inhibition of corepressor binding, % at 3.98 µM;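 active = inhibition above the mean of all tested compounds plus 3 SD, cut at about 70% in these data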;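 also: 0% = DMSO with NR2E3 transfected cells and 100% = cells lacking NR2E3 construct; higher means lower luciferase signal from less NR2E3 corepressor binding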
Target sequence (Q9Y5X4 whole entry, looked up, the tested form may be a part): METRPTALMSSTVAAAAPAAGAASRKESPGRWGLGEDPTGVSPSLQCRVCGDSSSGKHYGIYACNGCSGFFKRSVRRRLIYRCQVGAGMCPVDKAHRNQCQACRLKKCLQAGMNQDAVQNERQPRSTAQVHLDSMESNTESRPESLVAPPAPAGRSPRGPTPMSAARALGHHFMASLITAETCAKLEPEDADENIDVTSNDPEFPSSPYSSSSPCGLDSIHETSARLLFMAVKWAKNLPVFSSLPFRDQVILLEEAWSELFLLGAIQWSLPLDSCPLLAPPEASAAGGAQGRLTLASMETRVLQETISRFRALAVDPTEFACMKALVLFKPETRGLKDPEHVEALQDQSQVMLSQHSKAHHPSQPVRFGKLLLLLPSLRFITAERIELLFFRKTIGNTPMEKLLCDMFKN
HIF-2a block = inhibitors of HIF-2a | 786-0 RCC cells HIF-2a reporter, luciferase luminescence, overnight | inhibition, % at 18.8 µM | actives 0.72% (n = 360,000) | AID 624352;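 active = inhibition of the luminescence signal of 40% or more relative to plate controls, in a single-dose primary screen at 18.75 µM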
NR2E3 ag-2 = agonists of human nuclear receptor NR2E3; Q9Y5X4; GST-NR2E3/biotin-RetCOR TR-FRET, 1536-well; inhibition of corepressor binding, % at 4.78 µM; actives 0.12% (n = 320,000); AID 2300;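 active = percent inhibition above the cutoff of mean plus 3 SD of all tested compounds, set per screening campaign, cut at about 20% in these data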;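 also: 0% = DMSO wells and 100% = biotin wells as full block of FRET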
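System: GST-NR2E3 and biotin-RetCOR proteins; probe or stimulus: 7 nM biotin-RetCOR; doses: compound at 4.8 µM, single dose; schedule: Compound–protein incubation for 5 h at 4 °C; detection: time-resolved FRET; read-out: percent inhibition; controls: biotin wells as high control, 0.6% DMSO wells as low control; format: 1536-well plates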
KKLEB tox = CF airway cell cytotoxicity counter-screen. actives 0.36% (n = 360,000). KKLEB CF airway cells viability, ATPlite luminescence, overnight; active compounds read low; cells stimulated with P. aeruginosa culture filtrate. AID 602141. activity change (cytotoxicity), % at 5 µM;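 active = corrected activity change at or below -50% at 5 µM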
Peg3 promoter = inhibitors of Peg3 promoter. HeLa PEG-Prom luciferase reporter, luminescence, overnight. inhibition, % at 20 µM. actives 1.7% (n = 360,000);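 active = inhibition of at least 50% at 20 µM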
Starred values were filed as active, the others as inactive; x = no result given; & = joins results of further samples.

SMILES	Shn3 3UTR inh	TROY signal inh	TWEAK-Fn14 inh	TRAIL sens C8	CF NFkB block	MITF TRPM1 inh	NR2E3 ag-1	HIF-2a block	NR2E3 ag-2	KKLEB tox	Peg3 promoter
COCc1nnc(NC(=O)c2ccc(S(=O)(=O)N3CCCc4ccccc43)cc2)o1	16	14	21	2	12	-8	4	23	1	-13	20
NS(=O)(=O)c1ccc(CNC(=O)NC23CC4CC(CC(C4)C2)C3)cc1	-6	12	-20	-7	2	8	-7	5	0	0	2
c1ccc(N2CCCCC2)c(NC2=NCCC2)c1	11	x	2	-22	14	-7	6	15	-1	-18	14
O=C1Nc2ccc(Cl)cc2C(=O)C1(F)c1ccccc1 (stereo not drawn)	-10	-19	19	8	-11	x	-18	23	-2	7	11
O=C(Nc1cccc(NC(=O)c2ccccc2Cl)c1)c1ccc(F)cc1	-21	2	-6	-7	4	-1	-8	-7	-1	-6	3
CC(C)(C)[C@@H]1C=C(C(=O)Nc2ccccc2)O[C@H](OCc2ccc(CO)cc2)C1	3	43	32	7	-23	-24	2	-44	2	20	13
Cc1[nH]c2ccc(C(=O)N3CCN(c4ccccn4)CC3)cc2c1C	11	18	-3	0	5	5	-9	11	-2	-11	15
CCOc1ccc(N2C(=O)C3ON(C)C(c4ccc([N+](=O)[O-])cc4)C3C2=O)cc1 (stereo not drawn)	-10	2	-13	10	2	0	-11	14	1	9	-1
O=C1C2C3C=CC([C@@H]2C(=O)N1C1CCCCC1)[C@H]1C(=O)N(C2CCCCC2)C(=O)C31 (stereo partly drawn)	25	-3	6	2	-2	3	-8	3	-1	0	-1
CCOP(=O)(OCC)c1nc(-c2ccc(Cl)cc2)oc1NCc1ccccc1	20	11	-5	-3	-7	5	6	12	4	1	40
N#CCSc1n[nH]c2nc3c(c(=O)n12)C1(CCCCC1)Cc1ccccc1-3	-3	50*	-9	0	7	4	-44	4	-1	11	21
C[C@H](NC(=O)OC(C)(C)C)C(=O)N/N=C/c1cccc2nccnc12	-5	-14	9	-13	17	5	-3	23	-4	-1	11
COc1ccc(CN2C(=O)C(Cc3ccccc3)Nc3ncnc(N4CCN(c5ccccc5)CC4)c32)cc1 (stereo not drawn)	2	-13	-3	-14	13	-3	8	7	0	13	0
CCn1c(SCc2nc3ccccc3[nH]2)nnc1-c1cccs1	-14	-5	-11	-9	12	7	-7	-2	-2	-5	-4
O=C(CCn1c(=O)oc2ccccc21)NCCCN1CCN(c2ccc(F)cc2)CC1	-13	-7	-12	-7	8	6	17	15	0	-7	4
COc1ccc(NC(=O)CN2C(=O)NC(C)(C3CC3)C2=O)cc1S(=O)(=O)N1CCOCC1 (stereo not drawn)	6	2	-6	12	-6	13	-11	1	5	18	1
CC1=NN(c2ccc(Cl)cc2)C(=O)C1C(c1cccc(O)c1)c1c(C)[nH]n(-c2ccc(Cl)cc2)c1=O (stereo not drawn)	16	40	50*	4	3	8	-19	-2	1	-17	25
CC(OC(=O)c1cccc([N+](=O)[O-])c1)C(=O)N1CCc2ccccc21 (stereo not drawn)	5	-1	-14	-13	25	-1	1	0	1	-16	-10
Cc1cc2c(cc1C)[n+](C)cn2CC(O)COCC1CC=CCC1 (stereo not drawn)	0	4	6	23	-7	7	16	10	4	8	5
C[C@@H]1CN([C@@H](C)CO)C(=O)CCCn2nncc2CO[C@H]1CN(C)C(=O)c1ccc2ccn(C)c2c1	-27	16	2	-10	15	x	-8	6	x	-14	-17
CCCCN1C=CC(=C2C(=O)c3ccccc3C2=O)C=C1	91*	85*	99*	95*	4	96*	25	89*	3	-72*	110*
CN(C(=O)c1c(Cl)cnn1C)C12CC3CC(CC(C3)C1)C2	-26	12	-22	-6	10	-4	-24	12	-3	-10	9
CC1Cc2cc(/C=C3/SC(=S)NC3=O)ccc2O1 (stereo not drawn)	1	-13	-14	23	15	0	-58	-248	-2	-15	-163
O=C(CCn1c(=O)oc2ccccc21)N1CCCCCC1	-18	-8	-6	9	-3	5	-33	-20	4	13	-16
CC(Oc1cc2oc(=O)c3c(c2cc1Cl)CCC3)C(=O)NCc1ccncc1 (stereo not drawn)	13	1	-7	1	1	-7	-1	-8	0	0	2
COc1cc(/C=C2\C(=N)N3N=CSC3=NC2=O)cc(Br)c1OC(=O)c1ccco1	20	12	21	-3	-12	-5	-13	4	2	0	10
COc1ccccc1N1CCN(C(=O)C2CCN(S(=O)(=O)c3ccc(C)cc3)CC2)CC1	5	-11	8	-7	12	-4	10	5	1	0	12
CCOC(=O)CNC(=O)c1nn(-c2ccc(OCC)cc2)c(=O)c2ccccc12	-2	-6	-14	1	6	-7	-13	-1	1	1	-4
Cc1ccsc1/C=N/n1c(-c2ccccn2)n[nH]c1=S	17	-12	0	0	-4	5	-28	8	-4	10	6
COc1ccc2sc(NC(=O)c3ccco3)nc2c1	9	42	70*	68*	-1	0	-104	-67	3	-4	-55

Reformatted with two lines to a compound: 4 of the compounds above.
Values run as follows: Shn3 3UTR inh, TROY signal inh, TWEAK-Fn14 inh, TRAIL sens C8, CF NFkB block, MITF TRPM1 inh, NR2E3 ag-1, HIF-2a block, NR2E3 ag-2, KKLEB tox, Peg3 promoter
O=C(CCn1c(=O)oc2ccccc21)N1CCCCCC1
→ -18, -8, -6, 9, -3, 5, -33, -20, 4, 13, -16
CC(Oc1cc2oc(=O)c3c(c2cc1Cl)CCC3)C(=O)NCc1ccncc1 (stereo not drawn)
→ 13, 1, -7, 1, 1, -7, -1, -8, 0, 0, 2
COc1cc(/C=C2\C(=N)N3N=CSC3=NC2=O)cc(Br)c1OC(=O)c1ccco1
→ 20, 12, 21, -3, -12, -5, -13, 4, 2, 0, 10
COc1ccccc1N1CCN(C(=O)C2CCN(S(=O)(=O)c3ccc(C)cc3)CC2)CC1
→ 5, -11, 8, -7, 12, -4, 10, 5, 1, 0, 12

The list continues.
SMILES	Shn3 3UTR inh	TROY signal inh	TWEAK-Fn14 inh	TRAIL sens C8	CF NFkB block	MITF TRPM1 inh	NR2E3 ag-1	HIF-2a block	NR2E3 ag-2	KKLEB tox	Peg3 promoter
COc1ccccc1N1CCN(C(=O)c2onc(C)c2Cl)CC1	4	12	-4	14	13	x	-8	6	1	-11	17
CCOc1ccc(NC(=O)CN(C)C(=O)c2cn3ccccc3n2)cc1OCC	12	-19	-17	-4	11	-16	-39	20	4	1	-15
Cc1cccc(S(=O)(=O)NCCNS(=O)(=O)c2cccc(C)c2)c1	0	-5	-1	-12	0	9	-4	10	4	10	8
COc1ccc(CNC(=O)c2ccc3ccccc3n2)cc1OC	56	7	54*	12	24	20	85*	3	-1	-5	2
COc1ccc(OCC2CNC(=O)O2)cc1 (stereo not drawn)	17	0	14	0	-10	3	-30	16	0	0	12
CCc1sc(NC(=O)c2cc3ccccc3oc2=O)nc1-c1cccs1	-9	-15	-26	28	11	-17	2	20	-2	-13	-7
COc1ccccc1/C=C/CN1CCN(Cc2ccc(C)o2)C(CCO)C1 (stereo not drawn)	7	-7	12	1	-5	10	-15	19	-1	8	8
COC(=O)C(NC(=O)c1c(C)nn(C)c1Cl)c1ccccc1 (stereo not drawn)	7	-3	12	-15	-4	5	-13	13	5	-5	3
CCOc1cc(/C=C/c2cccc[n+]2C)ccc1O	-8	7	-13	-1	-4	-7	11	6	-1	5	2
COc1ccccc1CCc1nnc(CCC(=O)NCCCOc2cccnc2)o1	-8	3	-7	-5	-7	7	17	19	3	6	5
COc1ccccc1-c1c(C)nn2c(N3CCOCC3)cc(C)nc12	6	10	0	-10	13	1	-7	12	2	0	1
COCCn1c(SCc2cccnc2)nnc1-c1ccco1	-43	-15	-10	4	0	-5	-38	8	1	7	5
O=C(Nc1cc(C(F)(F)F)ccc1N1CCOCC1)c1cccc(F)c1	5	-1	-1	-13	4	-1	5	16	0	0	6
CC1(C)CC(=O)C=C(NCCN2CCN(C(=S)Nc3ccccc3)CC2)C1	41	-11	10	-2	4	0	4	4	4	-4	2
CCCCN(CC)CCCNC(=S)Nc1ccc2nc(N3CCN(CC)CC3)cc(C)c2c1	2	-14	-18	-15	-5	-8	27	14	-2	3	-9
Nc1c(C(=O)Nc2ccc(Cl)cc2)sc2nc(N3CCOCC3)c3c(c12)CCCC3	1	-56	-24	13	16	22	-26	-93	10	-20	-35
COC(=O)C1=C(C)N(CCCC(=O)O)C(=O)NC1c1ccc(Cl)cc1 (stereo not drawn)	-4	-7	-4	-8	-4	17	-18	12	2	8	5
Cc1cc(C)cc(N2CC(c3nc4ccccc4n3C)CC2=O)c1 (stereo not drawn)	4	-5	19	-13	-6	6	-29	15	7	-9	9
CC(=O)N(CCC(c1ccco1)C(C)C)Cc1ccc(Cl)cc1 (stereo not drawn)	0	5	3	11	6	x	-15	20	-1	2	22
Cc1c(C(=O)N(Cc2ccncc2)CC2CCCO2)oc2c(F)cccc12 (stereo not drawn)	14	-7	7	8	8	9	-52	-2	-1	-7	16
Cc1ccc(/C=C/C(=O)NN2CCN(C)CC2)cc1	-25	-8	-18	-10	-10	-6	-15	-39	0	4	-13
COc1ccc(-c2cccc(-c3cc(=O)oc4cc(OC)c(OC)c(OC)c34)c2)cc1	-30	-14	3	-6	30	13	14	-8	x	-30	18
Cc1ccc(S(=O)(=O)N2CCN(CC(=O)NC3CCCc4ccccc43)CC2)cc1C (stereo not drawn)	-3&13	-3&5	11&25	-1&10	-3&0	-5&8	21&21	-8&-12	-3	1&8	16&16
COc1ccccc1OCCNC(=O)c1cccc(S(=O)(=O)N2CC(C)OC(C)C2)c1 (stereo not drawn)	8	1	-1	-2	-8	-4	14	6	3	-5	8
COc1ccc(-c2noc(-c3ccc(Cl)cc3[N+](=O)[O-])n2)cc1OC	-60	-58	-29	6	-10	-69	-9	-272	-1	12	-189
CCOc1cc(N2CCOCC2)c(OCC)cc1NC(C)C(=O)N1CCC(C)CC1 (stereo not drawn)	3	-3	0	-4	30	10	11	21	-7	-6	6
CC(=O)Nc1ccc2ccccc2c1	-26	-30	-9	-16	-3	-22	-44	-178	1	-2	-91
COCCNc1nnc(SCC(=O)N2CCN(S(=O)(=O)c3ccccc3)CC2)s1	-8	7	12	-13	-22	17	6	13	0	14	15
COc1ccc(NC(=O)CC2CCCCC2)cc1OC	-12	-28	-2	-9	-14	-39	-22	-54	3	1	-44
Cc1ccc(/C=C(\NC(=O)c2ccccc2)C(=O)NCCc2ccccn2)o1	-5	0	27	-10	-7	5	-10	-5	-1	20	0
Cc1ccccc1N/C(SCc1ccc(Cl)cc1)=C(/C#N)C(N)=O	4	13	-1	-6	0	20	22	14	2	-19	24
NNC(=O)CNC(c1ccccc1)c1cc(Cl)ccc1NC(=O)c1ccccc1 (stereo not drawn)	3	-13	-5	-9	-16	1	-28	17	0	5	8
O=C1c2ccccc2C(c2nnnn2Cc2ccccc2)N1CCCn1ccnc1 (stereo not drawn)	x	7	7	-2	x	x	-7	-3	x	x	x
Cc1ccc(S(=O)(=O)NCCSc2ccccc2)cc1[N+](=O)[O-]	-11	6	7	4	12	5	-23	15	2	-2	18

This is a subset, so the mix of outcomes need not match the whole.
